C2C12 statin = suppressors of statin myotoxicity in C2C12 myotubes, primary screen, cell-based, single point, plate reader; C2C12 myotubes + simvastatin, ATP luminescence, 48 h; scaled: DMSO 0, geranylgeraniol control 100; rescue of ATP level, % at 7.49 µM; 0.78% of 330,000 active; AID 602340, 2012;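 active means mean ATP rescue above about 67%, or every replicate alone reaching that limit, limit read from the data, passing the limit was not always enough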;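 further: myotubes were challenged with 10 µM simvastatin during compound exposure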
PglD inh = C. jejuni PglD acetyltransferase inhibitors, primary screen, biochemical, DTNB colorimetric, single point; UDP-N-acetylbacillosamine N-acetyltransferase PglD (Campylobacter jejuni); purified PglD enzyme, DTNB colorimetric CoA detection; inhibition, % at 12.5 µM; 0.098% of 360,000 active; in the data active means inhibition above about 16%, passing the limit was not always enough; further: strong numbers were not always called active
* = called active by the depositor. These rows are one share of the data; the hit share may differ from the screen's.

Sequence of screens: C2C12 statin, PglD inh
- C=COCCn1c(=N)n(CCC)c2ccccc21
  17, -2
- O=C(CCC1CCCCC1)N1CCN(Cc2ccc3c(c2)OCO3)CC1
  -19, -9
- Cc1ccc(C(=O)CSC2=NC(N)=C(C#N)C3(CCCCC3)C2C(N)=O)cc1 (stereo unspecified)
  12, -3
- Cc1nc(CC(=O)c2ccc(O)cc2O)cs1
  -1, 2
- Cc1ccc(-c2n[nH]c(=O)c3ccccc23)cc1N
  10, -4
- CCOc1ccc2[nH]c(=O)c(C(c3nnnn3CCOC)N3CCOCC3)cc2c1 (stereo unspecified)
  16, 2
- CCOc1ccc(C(=O)CCc2nc3ccccc3s2)cc1
  19, 4
- CN(C(=O)c1ccco1)c1nc(CC(=O)Nc2ccccc2)cs1
  -8, 8
- C=CCn1c(SCC(=O)Nc2sc3c(c2C#N)CCC3)nnc1C1COc2ccccc2O1 (stereo unspecified)
  4, 2
- Cc1ccc2c(c1)N(CC(=O)NC1CCCCC1C)C(=O)CO2 (stereo unspecified)
  -4, -2
- COc1ccc(N2CCN(CC(=O)Nc3cc(C)on3)CC2)cc1
  -18, -2
- Cc1ccc(OCC(O)CN2C(=O)NC(C)(C)C2=O)cc1 (stereo unspecified)
  -2, -5
- CCOC(=O)c1ccc(NC(=S)NNC(=O)C2(C)CC2(Cl)Cl)cc1 (stereo unspecified)
  -9, 3
- Cc1ccc(-c2nnc(NC(=O)Cc3ccc(F)cc3)o2)c(C)c1
  6, 5
- O=C(Cc1ccccc1)Nc1cc(C(=O)c2ccccc2)ccc1N1CCOCC1
  -3, 2
- Cc1ccc(-c2cc(=O)[nH][nH]2)c(C)c1
  -8, 5
- CC(C)C(NS(=O)(=O)c1ccc(Br)s1)C(=O)O (stereo unspecified)
  6, 0
- CCN(CC)C(=O)CSc1ncnc2sc(-c3ccccc3)cc12
  -16, -11
- c1ccc(C(Cc2nc(-c3ccccn3)no2)c2ccccc2)cc1
  33, 1
- Cc1cc(NC(=O)COC(=O)c2n[nH]c3ccccc23)no1
  -2, -1
- O=S(=O)(NCc1cc(-c2ccccc2Cl)no1)c1ccc(Cl)cc1
  6, -3
- CC1(OC(=O)c2cccs2)C(=O)C=C2C=C3CCCN3C=C2C1=O (stereo unspecified)
  31, -3
- Cc1cccc(CS(=O)(=O)Cc2ccc(C(=O)NCCCN3CCCC3)o2)c1
  4, 6
- O=C(Nn1cnc2ccccc2c1=O)C1CCCCC1
  2, 0
- COc1ccc(-c2noc(CN(C)S(=O)(=O)c3ccc(Cl)cc3)n2)cc1OC
  7, 7
- Cc1oc2cc(O)cc(C)c2c(=O)c1-c1cnn(-c2ccccc2)c1
  89*, -1
- O=C(CSc1nnc(-c2ccccc2Cl)o1)Oc1ccc(Br)cc1
  -3, 5
- CCOC(=O)CN(C(=O)Cn1nnc2ccccc21)C(C(=O)NCCOC)c1ccccc1C (stereo unspecified)
  6, -3
- O=C(NC1CCCCC1)c1ccc(Br)o1
  2, 0
- CC(C)Oc1ccc(CNCCC2(C(C)C)CCOC(C)(C)C2)cc1 (stereo unspecified)
  -3, -1
- CCOC(=O)CNC(c1ccccc1)c1cc(Br)ccc1NC(=O)OCC (stereo unspecified)
  3, 0
- O=C(NCCCN1CCOCC1)c1sc2cc([N+](=O)[O-])ccc2c1Cl
  0, -7
- Cc1ccc(C)c(S(=O)(=O)Nc2ccc(O)cc2)c1
  3, -5
- CC1(C)Cc2c(C#N)c(SCc3nc4ccccc4[nH]3)nc(N3CCOCC3)c2CO1
  -44, 2
- CCOC(=O)c1cnc(SC2CC(=O)N(c3ccc(OC)c(OC)c3)C2=O)nc1N (stereo unspecified)
  8, -3
- COc1ccc(-c2cc(C(=O)Oc3ccc([N+](=O)[O-])cc3)c3ccccc3n2)cc1
  6, 7
- N#C/C(=C(/O)CSc1nnc(Cc2cccs2)n1C1CCCCC1)c1nc2ccccc2[nH]1
  27, -1
- O=C(CSc1nccn1-c1ccccc1)c1ccc(Cl)cc1
  3, -8
- CCOc1ccccc1NC(=O)c1ccccc1NS(C)(=O)=O
  1, 5
- O=C(NCc1ccc2c(c1)OCO2)c1c[nH]c2ccc(S(=O)(=O)N3CCOCC3)cc2c1=O
  21, -1
- COc1ccc(-c2c(C(C)=O)c(C)nc3sc4c(c23)NC(c2ccccc2)NC4=O)cc1 (stereo unspecified)
  -15, 5
- C/C(N)=C(/C#N)C(=O)COC(=O)COc1ccc(Cl)cc1C
  7, 5
- COC(=O)/C=C/CSC1=N/C(=C/c2ccc(-n3cncn3)cc2)C(=O)N1
  1, -4
- Cc1cc(C)n(-c2nnc(C)n2/N=C/c2ccco2)n1
  -1, 1
- O=C(Nc1ccccc1)c1ccc2nsnc2c1
  -4, 2
- Cc1cc(Cl)ccc1NC(=O)CSc1nnc(-c2ccncc2)n1Cc1ccco1
  1, -3
- O=C(c1cccs1)N1CCN(CCc2ccccc2)CC1
  -11, -5
- Cc1ccc(C)c(OCCn2cc(/C=C(\C#N)C(=O)NCc3cccs3)c3ccccc32)c1
  -8, -1
- CCCCN(CC)S(=O)(=O)c1ccc(C(=O)Nc2nnc(COC)o2)cc1
  -18, 0
- COc1ccc(C)cc1S(=O)(=O)Nc1cccc(Cl)c1Cl
  39, -7
- CCOc1ccc(NC(=O)COC(=O)CCCc2c[nH]c3ccccc23)cc1
  2, 5
- Cc1cc(NC(=O)CCOc2ccccc2)no1
  0, -3
- Cc1ccc(C)c(OCCSc2nnc(-c3cccnc3)n2N)c1
  -6, -2
- COCCn1nnnc1C(C(C)C)N1CCN(C(=O)c2ccco2)CC1 (stereo unspecified)
  0, -1
- COc1ccc2cc(CN(CCc3ccccc3)Cc3nnnn3Cc3ccco3)c(=O)[nH]c2c1
  16, 2
- O=C(c1ccco1)N1CCN(CCCCOc2cccc3ccccc23)CC1
  -12, 4
- CCOC(=O)CCC(=O)N1CCOCCOCCN(C(=O)CCC(=O)OCC)CCOCCOCC1
  5, 4
- CSc1ccc(Cl)c(C(=O)OCC(=O)N2CCOCC2)c1
  1, 8
- CCN(CC)CCNC1=CC(=O)OC12CCCCC2
  -26, -7
- CC1CCCCC12NC(=O)N(CC(=O)NC(=O)NCc1ccco1)C2=O (stereo unspecified)
  -11, 7

The list continues:
Sequence of screens: C2C12 statin, PglD inh
- O=C(CCN1C(=O)c2ccncc2C1=O)Nc1ccc2c(c1)OCCO2
  -3, 1
- CC(C)CN(C(=O)COC(=O)Cc1n[nH]c(=O)c2ccccc12)C1CCS(=O)(=O)C1 (stereo unspecified)
  8, -1
- Cc1cccc(NC(=O)C2CCCN(S(=O)(=O)c3cccc4nsnc34)C2)n1 (stereo unspecified)
  108*, -6
- O=C1COc2ccc(C(=O)COC(=O)Cn3cnc4ccccc43)cc2N1
  -8, -5
- CN1C(=O)/C(=C/c2ccccc2OCc2ccccc2)NC1=S
  4, 0
- CC1(C)CC2CC(C)(CN2S(=O)(=O)c2ccc(N)cc2)C1 (stereo unspecified)
  -1, -4
- O=C(C1=C(O)C(=O)N(CCN2CCOCC2)C1c1ccccn1)c1cccs1 (stereo unspecified)
  6, 2
- O=C(Cn1cc(C(F)(F)F)ccc1=O)N1CCN(S(=O)(=O)c2ccc(Cl)cc2)CC1
  -1, -5
- COc1nc(Oc2ccc(C(=O)O)cc2)nc(Oc2ccc(C(=O)O)cc2)n1
  -14, -12
- Cc1csc(=S)n1-c1ccccc1
  -17, -1
- COCCN(CCOC)C(=O)C12CCC(C)(C(=O)C1)C2(C)C (stereo unspecified)
  -4, 0
- COCC(=O)N(Cc1ccccc1)c1ccccn1
  12, 3
- CS(=O)(=O)N(CC(=O)N1CCCCCC1)c1ccccc1
  0, -3
- COCCN(CCOC)C(=O)c1c[nH]c2ccc(S(=O)(=O)N(C)c3ccc(F)cc3)cc2c1=O
  9, -7
- Cc1ccc(NC(=O)NC2CCCN2S(=O)(=O)c2ccc(Cl)cc2)cc1 (stereo unspecified)
  6, -2

Sorted by length of the SMILES (lowest first): 3 of the compounds above
Sequence of screens: C2C12 statin, PglD inh
- COCCN(CCOC)C(=O)C12CCC(C)(C(=O)C1)C2(C)C (stereo unspecified)
  -4, 0
- O=C(C1=C(O)C(=O)N(CCN2CCOCC2)C1c1ccccn1)c1cccs1 (stereo unspecified)
  6, 2
- CC(C)CN(C(=O)COC(=O)Cc1n[nH]c(=O)c2ccccc12)C1CCS(=O)(=O)C1 (stereo unspecified)
  8, -1

Remaining list, next part:
Sequence of screens: C2C12 statin, PglD inh
- COc1ccc(OC)c(C2=NOC(C(=O)Nc3cccc(C(C)=O)c3)C2)c1 (stereo unspecified)
  -3, 2
- Cn1cc(Cl)c(C(=O)Nc2nc3ccc(Cl)cc3s2)n1
  0, 1
- COc1ccc(CNC(=O)c2ccc(NS(=O)(=O)c3c(C)noc3C)cc2)cc1
  2, 8
- CCOC(=O)c1c(-c2cccc(C)c2)csc1NC(=O)c1c(-c2ccccc2)noc1C
  -12, 0
- Cc1cc(C)cc(N(CC(=O)N2CCOCC2)S(=O)(=O)c2ccccc2)c1
  16, 5
- Cn1ncc2c(N3CCOCC3)ncnc21
  -13, -5
- Cc1ccc(NC(=S)NCC2CCCO2)cc1 (stereo unspecified)
  -7, -2
- COc1cc2c(cc1OC)CN(CC(=O)Nc1ccc3c(c1)OC(F)(F)O3)CC2
  -5, 6
- COc1cc(S(=O)(=O)N2CCN(c3ccccc3F)CC2)ccc1Cl
  78*, 0
- COc1ccc(OCCCSc2ncccn2)cc1
  6, -4
- CCOc1ccc(C(CC(=O)O)NC(=O)COc2ccccc2)cc1 (stereo unspecified)
  12, 0
- COc1ccccc1/C=N/NC(=O)CC(=O)Nc1ccc(Cl)c(Cl)c1
  -1, 0
- CC(C)c1[nH]c(=O)c(C#N)c2c1COC(C)(C)C2
  30, 1
- CCOc1ccc(CCNC(=O)CCn2cccc2)cc1OCC
  4, -1
- O=C(NCCc1ccccc1)c1ccc2c(c1)N(Cc1ccccc1)CCS2
  -11, 2

Some of the entries so far, as labelled records:
Structure: COc1ccc(CNC(=O)c2ccc(NS(=O)(=O)c3c(C)noc3C)cc2)cc1
- C2C12 statin = 2
- PglD inh = 8

Structure: CCOC(=O)c1c(-c2cccc(C)c2)csc1NC(=O)c1c(-c2ccccc2)noc1C
- C2C12 statin = -12
- PglD inh = 0

Structure: Cc1cc(C)cc(N(CC(=O)N2CCOCC2)S(=O)(=O)c2ccccc2)c1
- C2C12 statin = 16
- PglD inh = 5

Structure: Cn1ncc2c(N3CCOCC3)ncnc21
- C2C12 statin = -13
- PglD inh = -5

(list continues)
Sequence of screens: C2C12 statin, PglD inh
- Clc1ccc(Cn2nnc(-c3ccc(CN4CCOCC4)cc3)n2)cc1
  3, -10
- COc1ccc2oc(=O)c(C(=O)NCc3ccccn3)cc2c1
  4, -4
- COc1cc(C)c(S(=O)(=O)Nc2ccccc2F)cc1C
  19, 12
- COC(=O)C1(c2ccccc2)NC(c2cccs2)C2C(=O)N(C)C(=O)C21 (stereo unspecified)
  15, 0
- CN(C)c1ccc(C(=O)c2ccc(N(C)C)c(N)c2)cc1N
  -20, -5
- Cc1csc(SCC(=O)N2CCN(S(=O)(=O)c3ccc(Cl)cc3)CC2)n1
  4, 0
- Cc1nnc(SCCN2C(=O)c3ccccc3C2=O)[nH]c1=O
  12, 0
- CCC(C)NC(=O)C1c2cc(OC)c(OC)cc2C(=O)N(C)C1c1cccs1 (stereo unspecified)
  8, -2
- CCCN1CCC(N(C)CCc2ccc(OC)c(OC)c2)CC1
  -4, 9
- Cc1ccc(-c2cn3cccnc3n2)cc1NC(=O)c1c(-c2ccccc2Cl)noc1C
  -16, -4
- O=C(Nc1cc(Cl)ccc1N1CCCCC1)c1cccs1
  -11, 0
- Cc1cc(C(F)(F)F)nc(Nc2nc(C)c3ccccc3n2)n1
  -8, -1
- CC(C)CCNC(=O)CCCOc1ccccc1
  -14, -12
- O=C1NC(c2cc3c(cc2Cl)OCO3)Oc2ccccc21 (stereo unspecified)
  -4, -5
- Cc1ccc(C(=O)Nc2c(C(=O)N3CCOCC3)cnn2-c2ccccc2)cc1
  111*, -1
- CCC(c1nnnn1C(C)(C)CC)N(CCCO)Cc1cc2cccc(C)c2[nH]c1=O (stereo unspecified)
  -2, 6
- Cc1ccnc(NC(=O)CCC2COc3ccccc3O2)c1 (stereo unspecified)
  1, -7
- COc1ccc2oc(=O)c(C(=O)NCC3CCCO3)cc2c1 (stereo unspecified)
  -7, -6
- CCOc1ccc(S(=O)(=O)Nc2ccc(S(=O)(=O)Nc3cc(OC)ccc3OC)cc2)cc1
  8, -1
- CCOC(=O)C1=NN(C(=O)Cc2ccccc2)C(O)(c2ccc(Cl)cc2)C1 (stereo unspecified)
  139*, -1

Molecules shown so far containing a cyano group:
Sequence of screens: C2C12 statin, PglD inh
- Cc1ccc(C(=O)CSC2=NC(N)=C(C#N)C3(CCCCC3)C2C(N)=O)cc1 (stereo unspecified)
  12, -3
- C=CCn1c(SCC(=O)Nc2sc3c(c2C#N)CCC3)nnc1C1COc2ccccc2O1 (stereo unspecified)
  4, 2
- CC1(C)Cc2c(C#N)c(SCc3nc4ccccc4[nH]3)nc(N3CCOCC3)c2CO1
  -44, 2
- N#C/C(=C(/O)CSc1nnc(Cc2cccs2)n1C1CCCCC1)c1nc2ccccc2[nH]1
  27, -1
- C/C(N)=C(/C#N)C(=O)COC(=O)COc1ccc(Cl)cc1C
  7, 5
- Cc1ccc(C)c(OCCn2cc(/C=C(\C#N)C(=O)NCc3cccs3)c3ccccc32)c1
  -8, -1
- CC(C)c1[nH]c(=O)c(C#N)c2c1COC(C)(C)C2
  30, 1

Compound activity from PubChem.
